# Source: PubChem (Broad Institute)
# EWS-Fli inh: EWS/Fli transcriptional activity inhibition; A673 NR0B1-luciferase reporter, viability-normalised; inhibition, % at 12.6 µM; 350,000 compounds, 0.67% hits;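 active = mean inhibition of at least 50% after viability correction, with every replicate also passing that limit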;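 note: firefly luciferase signal divided by Alamar Blue viability fluorescence both relative to DMSO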
# S100A4 inh HTS: blocks human S100A4 binding to myosin IIA peptide. AID 652163. S100A4/TAMRA-MyoIIA peptide fluorescence polarization. 360,000 compounds, 0.14% hits. inhibition, % at 10.7 µM;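 active = mean inhibition of at least 70% across replicates, with every replicate also reaching that level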
# Target sequence (P26447 whole entry, looked up): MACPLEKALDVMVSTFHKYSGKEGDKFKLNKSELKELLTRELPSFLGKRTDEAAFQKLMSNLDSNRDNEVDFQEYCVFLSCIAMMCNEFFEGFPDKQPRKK
#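 incubation = readout 5 min after mixing, signal stable up to 60 min | system = S100A4 monomer protein | buffer or medium = HEPES pH 7.2 with CaCl2, KCl, NaCl, DTT, Triton | benchmarks = neutral control DMSO, positive control TFP | also added = fluorescent myosin IIA peptide, 5 nM | compound dosing = one concentration per compound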
# FN deposit inh: fibronectin deposition inhibition | AH1F fibroblasts, Alexa488-fibronectin deposition fluorescence, overnight | inhibition, % at 12.6 µM | 350,000 compounds, 0.086% hits | AID 743247;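 active = mean inhibition across replicates of 30% or more, regardless of how many single replicates reach that level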;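 note: positive control wells lacked labelled fibronectin entirely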
#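 material = AH1F fibroblast monolayer depositing Alexa488-labelled fibronectin into matrix | amount = 10000 AH1F cells/well | buffer or medium = DMEM plus 2% serum, read in PBS | incubation = 1 h cell adhesion before compound, then overnight fibronectin incubation | detection = fluorescence at 485 nm excitation, 525 nm emission | evaluation = percent inhibition as loss of matrix-bound fibronectin fluorescence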
# XiGFP reactiv: X-chromosome reactivation activator. XiGFP mouse fibroblasts, % GFP-positive cells imaging, 3 d; cells co-treated with 5-aza-dC sensitizer; scaled so ellipticine positive control = 100%. activation, % at 7.58 µM. 360,000 compounds, 0.055% hits. AID 743238;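 active = mean normalized replicate activation at least 10% and every replicate at or above 10%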;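 note: 0% = median of on-plate neutral control wells and 100% = ellipticine 6 µM median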
#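 System: XiGFP fibroblasts, SV40-immortalized. Medium: DMEM plus 5-aza-dC sensitizer. Doses: single point. Timing: 3 d treatment, 15 min room-temperature fixation. Control set: ellipticine 6 µM.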
# RAD52 anneal inh: blocks human RAD52 DNA annealing. AID 651710. 360,000 compounds, 0.46% hits. recombinant RAD52 DNA annealing, FRET fluorescence. inhibition, % at 18.7 µM;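 active = every replicate showing at least 50% inhibition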
# esBAF inh: inhibitors of esBAF chromatin remodeling in mouse ES cells | AID 602393 | Bmi1-luciferase knock-in reporter, 24 h; 100% = twice the neutral-well signal | 350,000 compounds, 2% hits | reporter increase, % at 12.5 µM; in the data active = activation above about 40%;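 note: 0% = median of the plate's neutral control wells and 100% = double that signal; a rise in the Bmi1 reporter signal indicates esBAF inhibition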
# RAD54 inh: RAD54 (human) branch migration inhibition; 360,000 compounds, 0.14% hits; RAD54 Holliday junction branch migration, FAM/BHQ fluorescence; Q92698; inhibition, % at 10.4 µM;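 active = mean normalized replicate activity at least 40 and at least half of replicates scoring 40 or more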;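 note: 0% = median of neutral control wells and 100% = median of positive control wells; inhibitors cause a drop in the FAM fluorescence signal; in these data hits start at about 50%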
# Target sequence (Q92698 whole entry, looked up): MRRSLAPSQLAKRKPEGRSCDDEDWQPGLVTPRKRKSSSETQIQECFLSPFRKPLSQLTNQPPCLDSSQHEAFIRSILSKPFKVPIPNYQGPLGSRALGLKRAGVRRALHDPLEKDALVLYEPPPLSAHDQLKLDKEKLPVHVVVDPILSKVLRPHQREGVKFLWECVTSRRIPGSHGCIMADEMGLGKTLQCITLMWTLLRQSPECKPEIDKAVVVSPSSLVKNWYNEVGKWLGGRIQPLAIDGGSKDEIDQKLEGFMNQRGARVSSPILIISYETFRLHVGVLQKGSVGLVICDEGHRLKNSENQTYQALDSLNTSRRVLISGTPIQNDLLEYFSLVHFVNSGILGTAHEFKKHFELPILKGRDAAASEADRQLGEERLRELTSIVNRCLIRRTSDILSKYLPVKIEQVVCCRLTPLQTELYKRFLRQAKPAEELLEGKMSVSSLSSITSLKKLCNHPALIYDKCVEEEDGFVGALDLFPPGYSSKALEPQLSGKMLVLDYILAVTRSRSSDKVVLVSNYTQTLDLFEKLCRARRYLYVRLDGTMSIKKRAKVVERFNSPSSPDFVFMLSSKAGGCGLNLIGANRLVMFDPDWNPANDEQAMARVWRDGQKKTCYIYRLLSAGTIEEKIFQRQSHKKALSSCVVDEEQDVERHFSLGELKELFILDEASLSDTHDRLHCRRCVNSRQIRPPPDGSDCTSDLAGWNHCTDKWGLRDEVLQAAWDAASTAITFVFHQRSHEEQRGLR
# E-selectin induc: induces E-selectin expression in human endothelial cells | P16581 | HUVEC E-selectin immunofluorescence imaging; normalized: neutral wells 0, TNF-alpha wells 100 | activation, % at 7.58 µM | 260,000 compounds, 0.37% hits | AID 686992;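 active = mean E-selectin-positive cell signal at least 10% of the positive control, reached in at least 60% of replicates, without over 20% cell loss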;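 note: in these data hits start at about 27%; measured in HUVEC primary endothelial cells; signal is the percent of cells scored E-selectin positive by PE staining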
#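 Test system: HUVEC | Signal: Immunofluorescence imaging | Read-out: Percent E-selectin-positive cells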
# * marks the source's active call; other numbers are inactive results; . = no result given.
SMILES,EWS-Fli inh,S100A4 inh HTS,FN deposit inh,XiGFP reactiv,RAD52 anneal inh,esBAF inh,RAD54 inh,E-selectin induc
CC1(c2nnc(-c3ccc(Cl)cc3)o2)CC(c2cccc(Cl)c2)=NO1 (configuration not stated),-2,1,0,0.0,1,-3,-8,-0.2
C[C@@H]1CCCCO[C@@H](CN(C)C(=O)Nc2ccccc2)[C@@H](C)CN([C@H](C)CO)C(=O)c2cc(NC(=O)C3CCCCC3)ccc2O1,-1,-1,1,0.0,7,5,7,-0.2
O=C(Nc1ccccc1F)C1CCN(C(=O)NCc2ccccc2)CC1,3,-1,4,0.0,-4,-3,3,.
Cc1noc(C)c1NC(=O)N[C@@H]1C=C[C@@H](CC(=O)NCc2ccc(Cl)c(Cl)c2)O[C@H]1CO,10,6,0,-0.4,4,2,2,-0.4
COc1ccc(Cl)cc1N1C(=NC(=O)C2CCCO2)SC2CS(=O)(=O)CC21 (configuration not stated),0,1,1,0.1,10,2,-6,-0.7
CC(=O)NC(CC(=O)OCC(=O)N1CCc2ccccc21)c1ccccc1 (configuration not stated),-1,-40,3,0.0,-8,7,-7,0.7
CC(C(=O)NC1CCCC1)N1CCN(S(=O)(=O)c2ccccc2Cl)CC1 (configuration not stated),1,-6,-9,-0.1,-10,.,-3,-1.7
CCCCOC(=O)c1ccc(NC(=O)c2cc(Cl)c(Cl)cc2C(=O)O)cc1,7,-9,-16,0.0,-135,.,.,.
C[C@@H]1CN([C@@H](C)CO)C(=O)c2c(c3ccccc3n2C)-c2ccccc2CO[C@H]1CN(C)Cc1ccc(Cl)c(Cl)c1,0,-6,6,0.4,14,.,.,1.3
Cc1cccn2c(=O)c(C=NCCO)c(Nc3ccc(Cl)cc3)nc12,-6,9,7,0.0,-24,.,.,.
COc1ccc2c(c1)/C(=N/OC(=O)c1cccs1)CCC2,5,-3,.,0.0,-11,.,.,.
Cc1ccc(NS(=O)(=O)c2cc(C(=O)N3CCc4ccccc4C3)ccc2Cl)cc1,3,2,.,.,-14,-3,-9,.
CC(=O)OC(COc1ccccc1)Cn1cnc2ccccc21 (configuration not stated),-8,-2,-2,0.0,-9,-8,-4,0.0
Fc1ccc(OCCCCN2CCOCC2)cc1,2,-3,.,0.0,7,.,.,.
CCn1ncc([N+](=O)[O-])c1C(=O)Nc1nc2cccc(C)c2s1,-11,-10,0,0.2,-9,.,.,0.2
Cc1cccc(C)c1NC(=O)c1ccc(N2CCCC2=O)cc1,-6,4,3,0.0,-7,-4,3,.
CC1CCCC(C)N1C(=O)/C=C/c1ccc(S(=O)(=O)N2CCOCC2)cc1 (configuration not stated),7,0,-22,0.0,1,0,4,-0.1
N#C[C@@H]1[C@H](c2ccccc2-c2ccccc2F)[C@@H](CO)N1C(=O)c1cccc(F)c1,1,-13,-5,0.0,-4,.,.,-0.1
C[C@@H]1CN([C@H](C)CO)S(=O)(=O)c2ccc(-c3ccncc3)cc2O[C@H]1CN(C)C(=O)CC1CC1,-15,3,.,-0.7,1,5,4,-0.1
CC1=C/C(=N\S(=O)(=O)c2ccccc2)C(C(C)C)=CC1=O,6,-19,12,0.0,-22,.,.,-2.0
O=c1cc(CO)occ1OCc1c(F)cccc1Cl,-4,3,-5,0.1,-13,1,-1,0.3
CC(C)NC(=O)N(C)C[C@H]1Oc2ncc(C#Cc3ccc(F)cc3)cc2C(=O)N([C@H](C)CO)C[C@@H]1C,-6,1,-6,-0.8,-3,-1,-2,0.1
NS(=O)(=O)c1cccc(C(=O)N2CCCc3ccccc32)c1,-7,1,-1,-0.1,2,-4,4,0.2
O=C(Nc1cccc(F)c1)c1ccc(-c2ccccc2C(F)(F)F)o1,-11,-3,3,0.0,2,.,.,0.4
COc1ccc(C(=O)Nc2ccc3ncccc3c2)cc1,58*,-1,-8,0.4,-11,-44,-10,1.1
CC1=C(C(=O)N(C)C)CC(CC(=O)NCCN2CCOCC2)C(=O)N1CCCN1CCCC1=O (configuration not stated),-1,-2,2,0.2,-3,2,-1,1.1
Cc1noc(C)c1NC(=O)Nc1ccc2c(c1)CC(=O)N([C@@H](C)CO)C[C@@H](C)[C@H](CN(C)Cc1ccncc1)O2,-7,4,.,-0.3,-9,2,17,.
CN1C(=O)c2cc(NC(=O)c3cccs3)ccc2OC[C@H]2O[C@@H](CC(=O)NCC(F)(F)F)CC[C@H]21,-10,-7,-7,0.1,-7,1,9,0.1
CC(CCc1ccccc1)NC(=O)CCC1CCCC1 (configuration not stated),-9,-24,-9,0.0,1,.,-1,1.6
O=C(Nc1nc2ccccc2c(=O)s1)c1ccc(F)cc1Cl,2,0,3,0.0,-9,4,1,0.4
O=C(c1ccccn1)N1CC(=O)N2[C@H](CO)[C@@H](c3ccc(C#CC4CCCC4)cc3)[C@@H]2C1,10,-15,.,0.2,4,.,.,-0.3
CSC(=S)N/N=C(\C)c1ccccc1,-3,-5,.,0.1,-14,8,3,.
O=C(NCCc1cccs1)Nc1nnc([C@H]2C[C@H](O)[C@@H](CO)O2)s1,6,-3,-1,0.2,0,-1,-7,3.1
C[C@@H]1CN([C@H](C)CO)S(=O)(=O)c2ccc(/C=C/c3ccccc3)cc2O[C@H]1CN(C)C(=O)Nc1cccc(F)c1,18,0,.,-0.7,-6,5,1,0.2
Cc1ccc(C)c(NS(=O)(=O)c2ccc(-c3cnc(C4CC4)o3)cc2)c1,.,2,-20,0.3,-6,-18,-9,.
C[C@@H]1CN([C@H](C)CO)C(=O)c2cc(NS(=O)(=O)c3ccccc3)ccc2O[C@@H](C)CCCCO[C@H]1CN(C)S(=O)(=O)c1ccc(F)cc1,0,-7,.,0.4,-19,-1,1,0.3

# 4 of the compounds above, as labelled records.
SMILES: COc1ccc(C(=O)Nc2ccc3ncccc3c2)cc1
  EWS-Fli inh = 58*	S100A4 inh HTS = -1	FN deposit inh = -8	XiGFP reactiv = 0.4	RAD52 anneal inh = -11	esBAF inh = -44	RAD54 inh = -10	E-selectin induc = 1.1
SMILES: CC1=C(C(=O)N(C)C)CC(CC(=O)NCCN2CCOCC2)C(=O)N1CCCN1CCCC1=O (configuration not stated)
  EWS-Fli inh = -1	S100A4 inh HTS = -2	FN deposit inh = 2	XiGFP reactiv = 0.2	RAD52 anneal inh = -3	esBAF inh = 2	RAD54 inh = -1	E-selectin induc = 1.1
SMILES: Cc1noc(C)c1NC(=O)Nc1ccc2c(c1)CC(=O)N([C@@H](C)CO)C[C@@H](C)[C@H](CN(C)Cc1ccncc1)O2
  EWS-Fli inh = -7	S100A4 inh HTS = 4	FN deposit inh = .	XiGFP reactiv = -0.3	RAD52 anneal inh = -9	esBAF inh = 2	RAD54 inh = 17	E-selectin induc = .
SMILES: CN1C(=O)c2cc(NC(=O)c3cccs3)ccc2OC[C@H]2O[C@@H](CC(=O)NCC(F)(F)F)CC[C@H]21
  EWS-Fli inh = -10	S100A4 inh HTS = -7	FN deposit inh = -7	XiGFP reactiv = 0.1	RAD52 anneal inh = -7	esBAF inh = 1	RAD54 inh = 9	E-selectin induc = 0.1

# (list continues)
SMILES,EWS-Fli inh,S100A4 inh HTS,FN deposit inh,XiGFP reactiv,RAD52 anneal inh,esBAF inh,RAD54 inh,E-selectin induc
CC=Cc1ccc2n(c1=O)C[C@H]1[C@H](CO)[C@@H](C(=O)NCc3ccncn3)N(C(=O)C3CCCC3)[C@@H]21 (mixture of isomers),1,2,.,0.2,-14,.,.,0.4
Cc1cc(C(F)F)n2ncc(C(=O)NCc3ccc(F)cc3)c2n1,-6,-6,11,-0.1,-1,0,.,-0.3
COc1ccc(CC(=O)N(Cc2ccccc2)c2ccc(C)cc2)cc1OC,5,-1,-1,0.1,-3,-5,-2,.
Cc1ccc(-c2nn3c(C)nnc3s2)cc1NC(=O)COc1ccc(Cl)cc1,-27,1,-5,0.2,-6,-1,10,0.0
O=C(O)Cn1c(CCS(=O)(=O)c2ccc(Br)cc2)nc2ccccc21,-5,3,.,0.1,-14,.,.,.
COC(=O)CCCC(=O)Nc1ccc(Br)cc1,23,5,-3,0.1,-17,-2,-9,.
CC(C)OCC1CC(CC(=O)Nc2ccc([N+](=O)[O-])cc2)C(=O)O1 (configuration not stated),-7,1,-2,2.0,-1,.,.,.
NC(=O)COC(=O)c1c2c(nc3ccccc13)CCCCC2,8,-2,3,0.0,-11,.,.,.

# A section taken from the entries so far, for reference:
SMILES,EWS-Fli inh,S100A4 inh HTS,FN deposit inh,XiGFP reactiv,RAD52 anneal inh,esBAF inh,RAD54 inh,E-selectin induc
CC=Cc1ccc2n(c1=O)C[C@H]1[C@H](CO)[C@@H](C(=O)NCc3ccncn3)N(C(=O)C3CCCC3)[C@@H]21 (mixture of isomers),1,2,.,0.2,-14,.,.,0.4
Cc1cc(C(F)F)n2ncc(C(=O)NCc3ccc(F)cc3)c2n1,-6,-6,11,-0.1,-1,0,.,-0.3
COc1ccc(CC(=O)N(Cc2ccccc2)c2ccc(C)cc2)cc1OC,5,-1,-1,0.1,-3,-5,-2,.
Cc1ccc(-c2nn3c(C)nnc3s2)cc1NC(=O)COc1ccc(Cl)cc1,-27,1,-5,0.2,-6,-1,10,0.0

# Of the compounds above, these have a nitro group on carbon:
SMILES,EWS-Fli inh,S100A4 inh HTS,FN deposit inh,XiGFP reactiv,RAD52 anneal inh,esBAF inh,RAD54 inh,E-selectin induc
CCn1ncc([N+](=O)[O-])c1C(=O)Nc1nc2cccc(C)c2s1,-11,-10,0,0.2,-9,.,.,0.2
CC(C)OCC1CC(CC(=O)Nc2ccc([N+](=O)[O-])cc2)C(=O)O1 (configuration not stated),-7,1,-2,2.0,-1,.,.,.
